# Jurkat NFkB inh: inhibitors of induced NF-kB luciferase reporter, primary screen, TCR NF-kB activation inhibitor project, cell-based, luminescence, uHTS | Jurkat, PMA/ionomycin-induced NF-kB luciferase reporter | inhibition, % at 4 µM | hit rate 0.53% among 330,000 | AID 435003, 2010
# SENP8 block: SENP8 protease inhibitors, primary screen, biochemical, luminescence | purified SENP8, Z-RLRGG-aminoluciferin cleavage | inhibition, % at 10 µM | AID 2540, 2010 | hit rate 1.2% among 330,000
# Target sequence (Q96LD8 whole entry, looked up): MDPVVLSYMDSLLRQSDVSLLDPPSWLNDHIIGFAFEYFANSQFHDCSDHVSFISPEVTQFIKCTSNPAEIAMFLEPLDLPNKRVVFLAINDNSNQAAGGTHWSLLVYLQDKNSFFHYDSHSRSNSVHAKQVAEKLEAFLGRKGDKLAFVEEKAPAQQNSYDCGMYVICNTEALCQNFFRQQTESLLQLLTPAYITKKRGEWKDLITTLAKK
# HKDC1 inhibitor: HKDC1 hexokinase inhibitors, primary screen, biochemical, fluorescence, uHTS. recombinant HKDC1, G6PDH/diaphorase resazurin coupled fluorescence. hit rate 0.16% among 340,000. inhibition, % at 20 µM;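 active = inhibition above about 35% when tested at 20 µM, limit read from the data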;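 note: plate controls were DMSO wells with enzyme for no effect and DMSO wells lacking enzyme for full effect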
#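 test system = in-house recombinant HK5 (HKDC1) enzyme | amount = HKDC1 at 5 µg/mL | control set = DMSO-enzyme wells negative, buffer-substituted wells positive | compound = one dose of 20 µM, 1% DMSO | schedule = reaction time 90 min, room temperature, protected from light | technique = resorufin fluorescence at 613 nm | reagent = glucose with 1 mM ATP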
# 697 NFkB inh: inhibitors of PMA/ionomycin-induced NF-kB reporter, 697 cells, primary screen, B-cell NF-kB inhibitor project, cell-based, luminescence, uHTS | 697 B-cell NF-kB luciferase reporter, 16 h | inhibition, % at 4 µM | hit rate 0.33% among 330,000; in the data active = inhibition above about 35%
# SENP7 block: SENP7 protease inhibitors, primary screen, biochemical, luminescence, uHTS; AID 434973, 2010; hit rate 1.5% among 330,000; recombinant SENP7, Z-RLRGG-aminoluciferin luminescence, 40 min; inhibition, % at 5 µM;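 active = inhibition above about 50% at the single test dose, limit read from the data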;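 note: plate controls were DMSO with enzyme for no effect and no enzyme buffer wells for full effect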
# Target sequence (Q9BQF6 706-1050 limits assumed): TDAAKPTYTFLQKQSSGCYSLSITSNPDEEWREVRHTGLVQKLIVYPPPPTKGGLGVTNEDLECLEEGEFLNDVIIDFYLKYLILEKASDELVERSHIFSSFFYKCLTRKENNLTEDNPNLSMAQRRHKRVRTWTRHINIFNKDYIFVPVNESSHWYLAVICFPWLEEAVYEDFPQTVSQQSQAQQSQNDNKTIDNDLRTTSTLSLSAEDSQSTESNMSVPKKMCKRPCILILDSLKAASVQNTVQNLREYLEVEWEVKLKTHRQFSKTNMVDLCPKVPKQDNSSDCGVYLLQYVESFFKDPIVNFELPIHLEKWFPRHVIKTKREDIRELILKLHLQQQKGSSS
# UBC13 polyUb: UBC13 polyubiquitin chain formation inhibitors, primary screen, biochemical, TR-FRET, uHTS | Ubiquitin-conjugating enzyme E2 N (Homo sapiens), P61088 | AID 485273, 2010 | inhibition, % at 20 µM | hit rate 0.47% among 330,000; in the data active = inhibition above about 45%, passing the limit was not always enough
# Target sequence (P61088 whole entry, looked up): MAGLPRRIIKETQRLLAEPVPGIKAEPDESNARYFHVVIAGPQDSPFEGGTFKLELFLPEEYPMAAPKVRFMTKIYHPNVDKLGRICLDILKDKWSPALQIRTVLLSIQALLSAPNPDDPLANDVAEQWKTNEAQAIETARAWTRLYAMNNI
# Gli-Sufu antag: Gli-Sufu pathway antagonists, primary screen, luciferase luminescence, Sufu-KO-LIGHT cells, uHTS; hit rate 0.74% among 340,000; Sufu-KO-LIGHT fibroblasts, Gli luciferase reporter luminescence; inhibition, % at 5 µM;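 active = inhibition above about 55%, limit read from the data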;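 note: 0% = DMSO-treated cells and 100% = wells with medium but no cells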
# Apaf-1 inh: inhibitors of human Apaf-1 apoptosome, primary screen, biochemical, DEVD-Rh110 fluorescence, uHTS | Apoptotic protease-activating factor 1 (Homo sapiens), O14727 | reconstituted apoptosome caspase-3 activity | inhibition, % at 20 µM | hit rate 0.71% among 330,000 | AID 489030, 2010; active = inhibition of at least 40% at 20 µM;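 note: plate controls were DMSO wells for no effect and DEVD-CHO caspase inhibitor wells for full effect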
#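 Material: reconstituted apoptosome with Apaf-1, cytochrome c, caspase-9, procaspase-3, dATP / Buffer or medium: pH 7.5 Hepes buffer with CHAPS, BSA, DTT / Also added: cytochrome c with DEVD-Rh110 / Schedule: compound with Apaf-1, dATP, procaspase-3 30 min, then 50 min reaction, room temperature / Technique: rhodamine 110 fluorescence at Ex 480/Em 540 nm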
# * hit, by the source's call; . = not tested or not shown. Cut-off read from the data, not from the text of the source, unless noted: active = inhibition above about 50%; inactive = the rest.
no.	mol	697 NFkB inh	Gli-Sufu antag	UBC13 polyUb	Apaf-1 inh
1	COc1ccc(-n2c(CN3CCOCC3)nc3ccc([N+](=O)[O-])cc3c2=O)c(OC)c1	-43	14	-11	12
2	COc1ccc(OC)c(S(=O)(=O)N2CCCCC2C(=O)N2CCN(c3ccccn3)CC2)c1 (configuration not stated)	-7	11	-2	7
3	C/C(=N\NC(=O)c1c(C)nc2ccccn12)c1ccco1	-41	-5	-8	-10
4	CCOC(=O)c1cc(Sc2ccccc2N)cc(C(=O)OCC)n1	13	8	4	-33
5	Cc1cccc(CC(=O)N2CCN(C(=O)c3ccco3)CC2)c1	-15	-42	-12	6
6	COc1ccc(-c2noc(CCC(=O)NC3CCCCC3)n2)cc1	7	-1	6	-3
7	O=C(c1cc2ccccc2oc1=O)N(Cc1ccc2c(c1)OCO2)Cc1ccco1	9	-4	0	18
8	CCCCOc1cccc(C(=O)N(Cc2ccco2)C2CCS(=O)(=O)C2)c1 (configuration not stated)	-13	7	3	-15
9	COC(=O)CCNC(=O)CCc1ccc(S(=O)(=O)N2CCCCCC2)cc1	18	1	2	1
10	Cc1cc(C)cc(NC(=O)CSc2nc3nc(C)cc(C)n3n2)c1	5	0	3	-13

no.	SENP8 block	Jurkat NFkB inh	SENP7 block	HKDC1 inhibitor
1	1	-6	-4	-1
2	-5	-16	12	-10
3	10	-56	15	-11
4	-13	10	1	1
5	-5	2	-9	-2
6	2	10	0	-4
7	12	-6	1	-7
8	0	2	-9	-4
9	4	-4	6	-6
10	10	20	7	1

# Going on with the list:
no.	mol	697 NFkB inh	Gli-Sufu antag	UBC13 polyUb	Apaf-1 inh
11	COc1cccc(N2CCN(S(=O)(=O)c3cc4c(cc3Cl)NC(=O)CO4)CC2)c1	12	6	-5	2
12	Cc1cccc(NC(=O)CNC(=O)CN2C(=O)NC3(CCc4ccccc43)C2=O)c1C (configuration not stated)	13	-16	-7	11
13	C#Cc1ccc([C@H]2C=C(C(=O)N3CCN(Cc4ccccc4)CC3)O[C@@H](OCC)[C@@H]2CCCO)cc1	1	20	1	23
14	O=C(CNC(=O)C(c1ccccc1)c1ccccc1)N/N=C/c1cccnc1	18	-15	5	-18
15	COC(=O)Cn1nnc(-c2cccc(OC)c2)n1	9	-3	4	-12
16	Cc1ccc(S(=O)(=O)NCCC(=O)Nc2ccncc2)cc1C	-28	-3	-10	4
17	CS(=O)(=O)c1ccc(C(=O)NNC(=O)c2cc(-c3ccccc3)n[nH]2)cc1	15	-11	6	-8
18	CCOC(=O)c1nnn(-c2nonc2-n2cccc2)c1C	-5	-3	-3	5
19	CN(CC(=O)Nc1ccccc1N1CCOCC1)CC(=O)Nc1ccc(F)c(F)c1F	22	1	6	-72
20	O=C(CCC1CCCCC1)Nc1cccnc1	4	56*	-4	3

no.	SENP8 block	Jurkat NFkB inh	SENP7 block	HKDC1 inhibitor
11	4	11	-1	-4
12	-10	-6	-6	-2
13	-2	-2	3	2
14	3	7	-8	-6
15	-9	-5	10	10
16	-9	10	4	-4
17	11	19	1	2
18	4	2	1	-2
19	7	11	0	-8
20	-23	-25	-13	5

# More entries follow:
no.	mol	697 NFkB inh	Gli-Sufu antag	UBC13 polyUb	Apaf-1 inh
21	CCn1c2ccccc2c2nnc(SCC(=O)Nc3ncccn3)nc21	14	-1	-12	0
22	O=C(Nc1ccc(S(=O)(=O)N2CCc3ccccc32)cc1)C(F)(F)F	-9	16	-3	-4
23	Cc1ccc(C2=NOC(C)(c3nnc(-c4cccc(Cl)c4)o3)C2)cc1 (configuration not stated)	18	24	2	12
24	Cc1nn(Cc2ccc(Cl)cc2Cl)c(C)c1NC(=O)NC12CC3CC(CC(C3)C1)C2	-37	-5	-10	17
25	C/C(=N\NC(=O)c1cc(-c2ccncc2)nc2ccccc12)c1ccc(OC(F)F)cc1	-9	-2	16	-3
26	Cc1ccc(C(C)C)c(OCC(=O)Nn2c(=O)[nH]c3ccccc3c2=O)c1	13	-7	2	8
27	CSCCC(NC(=O)c1ccc(Cl)cc1Cl)C(=O)NCc1ccncc1 (configuration not stated)	3	-2	3	4
28	Cc1ccc(NC(=O)/C(C#N)=N/Nc2ccc(C(=O)O)cc2)c(C)c1	12	0	-1	-1
29	COC(=O)[C@@]1(Cc2ccc(F)cc2)[C@H]2c3cc(C(=O)N4CCCC4)n(CCc4ccc(O)c(O)c4)c3C[C@H]2CN1C(=O)c1ccccc1	15	.	3	14
30	Cn1c(SCC(=O)Nc2ccccc2Br)nnc1-c1cnccn1	-17	-12	1	-4

no.	SENP8 block	Jurkat NFkB inh	SENP7 block	HKDC1 inhibitor
21	-2	-10	7	-5
22	-7	-6	13	-2
23	-10	-12	9	-1
24	13	-5	-1	5
25	2	-1	7	3
26	-2	10	5	-4
27	15	-6	2	-2
28	14	-1	5	3
29	-2	7	-1	.
30	2	-1	-5	-2

# Some of the entries above in another layout:
# Order of results – 697 NFkB inh | Gli-Sufu antag | UBC13 polyUb | Apaf-1 inh | SENP8 block | Jurkat NFkB inh | SENP7 block | HKDC1 inhibitor
17. CS(=O)(=O)c1ccc(C(=O)NNC(=O)c2cc(-c3ccccc3)n[nH]2)cc1
 : 15 | -11 | 6 | -8 | 11 | 19 | 1 | 2
18. CCOC(=O)c1nnn(-c2nonc2-n2cccc2)c1C
 : -5 | -3 | -3 | 5 | 4 | 2 | 1 | -2
19. CN(CC(=O)Nc1ccccc1N1CCOCC1)CC(=O)Nc1ccc(F)c(F)c1F
 : 22 | 1 | 6 | -72 | 7 | 11 | 0 | -8
20. O=C(CCC1CCCCC1)Nc1cccnc1
 : 4 | 56* | -4 | 3 | -23 | -25 | -13 | 5
21. CCn1c2ccccc2c2nnc(SCC(=O)Nc3ncccn3)nc21
 : 14 | -1 | -12 | 0 | -2 | -10 | 7 | -5
22. O=C(Nc1ccc(S(=O)(=O)N2CCc3ccccc32)cc1)C(F)(F)F
 : -9 | 16 | -3 | -4 | -7 | -6 | 13 | -2
23. Cc1ccc(C2=NOC(C)(c3nnc(-c4cccc(Cl)c4)o3)C2)cc1 (configuration not stated)
 : 18 | 24 | 2 | 12 | -10 | -12 | 9 | -1
24. Cc1nn(Cc2ccc(Cl)cc2Cl)c(C)c1NC(=O)NC12CC3CC(CC(C3)C1)C2
 : -37 | -5 | -10 | 17 | 13 | -5 | -1 | 5
25. C/C(=N\NC(=O)c1cc(-c2ccncc2)nc2ccccc12)c1ccc(OC(F)F)cc1
 : -9 | -2 | 16 | -3 | 2 | -1 | 7 | 3
26. Cc1ccc(C(C)C)c(OCC(=O)Nn2c(=O)[nH]c3ccccc3c2=O)c1
 : 13 | -7 | 2 | 8 | -2 | 10 | 5 | -4
27. CSCCC(NC(=O)c1ccc(Cl)cc1Cl)C(=O)NCc1ccncc1 (configuration not stated)
 : 3 | -2 | 3 | 4 | 15 | -6 | 2 | -2

# Following part.
no.	mol	697 NFkB inh	Gli-Sufu antag	UBC13 polyUb	Apaf-1 inh
31	O=C(CN(C(=O)CNC(=O)c1cccs1)c1cccc(F)c1)NC1CCCCC1	-11	-4	0	5
32	Cc1ccc(N=C(N)N=C(N)N)cc1	-18	-1	-6	-6
33	O=C(/C=C/c1cccc(Cl)c1Cl)OCC(=O)N1CCOCC1	-11	2	-5	0
34	CCOC(=O)CCc1c(C)nc(SCC(=O)O)c(C#N)c1C	-5	0	-2	4
35	C=CCNc1nc(C(=O)OCC(=O)Nc2cccc(SC)c2)cs1	12	36	0	10
36	CCOc1ccccc1NC(=O)NNS(=O)(=O)c1ccc([N+](=O)[O-])cc1	-2	-1	-3	5
37	CCCNC(=O)COC(=O)c1[nH]c(C)c(C(=O)OCC)c1C	-4	-14	3	-6
38	Oc1ccccc1-c1cc(-c2cccc(F)c2)n[nH]1	-222	14	14	9
39	O=C(Nc1nnc(COc2ccc(F)cc2)s1)c1ccco1	12	.	2	-9
40	Cc1c(C(=O)OCC2CCCO2)[nH]c2c1C(=O)CC(c1ccco1)C2 (configuration not stated)	-12	9	-5	11

no.	SENP8 block	Jurkat NFkB inh	SENP7 block	HKDC1 inhibitor
31	-1	6	-6	0
32	-7	4	-10	-7
33	4	5	0	-4
34	-6	-26	-8	0
35	1	-3	7	2
36	-12	-7	-8	-5
37	-6	-1	-1	-8
38	88*	-155	88*	1
39	-3	7	-7	5
40	1	55*	-2	14

# Further structures follow:
no.	mol	697 NFkB inh	Gli-Sufu antag	UBC13 polyUb	Apaf-1 inh
41	N=P(N1CCOCC1)(N1CCOCC1)C12CC3CC(CC(C3)C1)C2	9	6	-1	-6
42	COc1ccc(-c2noc(-c3cc4ccccc4oc3=O)n2)cc1	-2	.	-9	-12
43	CCNC(=O)C12CCC(C)(C(=O)C1Br)C2(C)C (configuration not stated)	-24	-4	-8	8
44	Cc1c(NC(=O)C23CC4CC(CC(Br)(C4)C2)C3)c(=O)n(-c2ccccc2)n1C	5	1	-1	-3
45	CCCC(NCC(=O)Nc1ccccc1C(=O)NC1CC1)c1ccccc1 (configuration not stated)	6	3	1	8
46	O=C(COc1ccc(Br)cc1)NC1CC1	18	-7	0	-13
47	N#Cc1ccc(CN2CCN(C(=O)CCNS(=O)(=O)c3ccc(F)c(F)c3)CC2)cc1	4	9	-11	6
48	COc1ccccc1N1CC(C(=O)Nc2nnc(SCC(=O)N3CCCC3)s2)CC1=O (configuration not stated)	-4	0	-1	10
49	CC(=O)c1ccc(N(C(=O)Cn2nnc3ccccc32)C(C(=O)NCc2ccccc2)c2ccccn2)cc1 (configuration not stated)	-13	-20	-4	16
50	COC(=O)[C@H](Cc1ccccc1)NC(=O)NCC1CCCO1 (some centres not stated)	6	2	0	-12

no.	SENP8 block	Jurkat NFkB inh	SENP7 block	HKDC1 inhibitor
41	11	0	9	-6
42	-6	13	3	.
43	-2	0	-3	-4
44	5	9	-6	-6
45	-1	5	-15	-1
46	3	3	1	-3
47	-15	-3	-16	-4
48	0	-20	0	2
49	2	-26	7	16
50	-1	6	1	-1

# (further entries)
no.	mol	697 NFkB inh	Gli-Sufu antag	UBC13 polyUb	Apaf-1 inh
51	CCN(CC)C(=O)Cn1c(=O)n(Cc2ccc(F)cc2)c(=O)c2sccc21	-9	27	-6	-7
52	CC(C)(C)n1nnnc1C(c1ccccn1)N1CCN(C(c2ccccc2)c2ccccc2)CC1 (configuration not stated)	-24	-11	-15	19
53	CC(Sc1nccn1C)C(=O)Nc1ccc(C(N)=O)cc1 (configuration not stated)	-11	-3	-7	1
54	COc1ccc(C(=O)N2CCN=C2SC)cc1OC	13	-4	6	1
55	COC(=O)c1ccc(COC(=O)CNC(=O)c2ccc(C)s2)cc1	-12	-9	-10	0
56	O=C(N/C(=C/c1cccs1)C(=O)N1CCOCC1)c1ccco1	7	-3	9	-6
57	CCN(Cc1ccncc1)C(=O)c1ccc(C)o1	-31	3	-4	-1
58	CC(c1ccc(F)cc1)n1cc(C(=O)NCCN(C)C)nn1 (configuration not stated)	-35	57*	-8	3
59	CCOC(=O)C1=C(C)NC(=O)NC1	-21	-27	-6	4
60	Cc1ccc(/C=N\NC(=O)C2COc3cc4ccccc4cc3O2)o1 (configuration not stated)	-19	3	-11	4
61	Cc1ccc(Nc2nnc(SCC(=O)Nc3ccc(S(=O)(=O)N4CCOCC4)cc3)s2)cc1	7	10	-3	19

no.	SENP8 block	Jurkat NFkB inh	SENP7 block	HKDC1 inhibitor
51	-9	6	-16	-2
52	1	-14	-5	-1
53	14	-8	-1	-7
54	3	12	0	-6
55	8	-16	-2	-7
56	-6	3	-2	-10
57	-3	-9	11	-6
58	-8	-31	0	-5
59	-1	-1	3	-1
60	-6	4	11	6
61	-23	-4	22	3

# Source: PubChem (Sanford-Burnham Center for Chemical Genomics)
